Bioassay records: PubChem BioAssay, Sanford-Burnham Center for Chemical Genomics
SENP8 block-1: inhibitors of human SENP8 protease; Q96LD8; recombinant SENP8, Nedd8 substrate fluorescence; inhibition, % at 20 µM; actives 0.64% (n = 360,000); AID 602440; in the data active = inhibition mostly above about 40%, no sharp cut-off; inactive = mostly below about 27%
Target sequence (Q96LD8 whole entry, looked up): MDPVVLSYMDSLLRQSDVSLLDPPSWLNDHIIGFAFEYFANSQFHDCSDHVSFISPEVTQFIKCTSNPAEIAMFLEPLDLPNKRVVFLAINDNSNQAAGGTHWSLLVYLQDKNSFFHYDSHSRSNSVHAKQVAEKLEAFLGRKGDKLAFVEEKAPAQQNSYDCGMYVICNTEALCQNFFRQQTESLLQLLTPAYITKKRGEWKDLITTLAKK
NLRP3 yeast inh: blocks the NALP3 inflammasome reconstituted in yeast | Yeast reconstituted NLRP3/ASC/caspase-1, beta-gal luminescence, 24 h | inhibition, % at 10 µM | actives 0.39% (n = 330,000) | AID 2825;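 active = inhibition of 50% or more; inactive = inhibition below 50%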;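 also: plate controls were induced DMSO wells for no effect and uninduced yeast grown without galactose for full effect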
SENP6 inh: SENP6 protease inhibition; inhibition, % at 10 µM; actives 1.8% (n = 330,000); Recombinant SENP6 catalytic domain, aminoluciferin luminescence; Q9GZR1;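 active = inhibition above about 50% at the single tested dose, limit read from the data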;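 also: plate controls were DMSO wells with enzyme for no effect and DMSO wells lacking enzyme for full effect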
SENP1 inh: blocks the human SENP1 SUMO protease catalytic domain | Q9P0U3 | recombinant SENP1 catalytic domain, CyPet-SUMO1-YPet FRET cleavage | inhibition, % at 10 µM | actives 0.21% (n = 360,000);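 active = inhibition at least 30% at 10 µM, raw YFP signal under a set limit, fluorescence ratio 0.5 to 1.5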;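 also: 0% = enzyme with DMSO and 100% = no enzyme wells; some results filed as inactive read as strong as hits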
Target sequence (Q9P0U3 419-644 limits assumed): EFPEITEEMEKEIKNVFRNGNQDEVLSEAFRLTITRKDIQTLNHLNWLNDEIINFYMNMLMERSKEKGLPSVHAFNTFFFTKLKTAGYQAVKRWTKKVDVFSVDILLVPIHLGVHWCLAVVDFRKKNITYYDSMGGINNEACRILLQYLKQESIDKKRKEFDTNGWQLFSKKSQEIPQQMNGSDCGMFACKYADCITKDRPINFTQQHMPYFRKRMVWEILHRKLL
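Test system: hSENP1 catalytic domain, recombinant; Amount: 20 pM final SENP1 enzyme; Medium: Tris pH 8 buffer plus EDTA, NaCl, BME, BSA, NP40, catalase; Schedule: 50 min enzyme reaction, room temperature, light-protected; Technique: FRET fluorescence in CFP and YFP emission channels; Controls: no-enzyme wells low, DMSO-plus-enzyme wells high control.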
SENP7 block: inhibitors of human SENP7 protease; Q9BQF6; recombinant SENP7, Z-RLRGG-aminoluciferin luminescence, 40 min; inhibition, % at 5 µM; actives 1.5% (n = 330,000);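 active = inhibition above about 50% at the single test dose, limit read from the data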;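 also: plate controls were DMSO with enzyme for no effect and no enzyme buffer wells for full effect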
Target sequence (Q9BQF6 706-1050 limits assumed): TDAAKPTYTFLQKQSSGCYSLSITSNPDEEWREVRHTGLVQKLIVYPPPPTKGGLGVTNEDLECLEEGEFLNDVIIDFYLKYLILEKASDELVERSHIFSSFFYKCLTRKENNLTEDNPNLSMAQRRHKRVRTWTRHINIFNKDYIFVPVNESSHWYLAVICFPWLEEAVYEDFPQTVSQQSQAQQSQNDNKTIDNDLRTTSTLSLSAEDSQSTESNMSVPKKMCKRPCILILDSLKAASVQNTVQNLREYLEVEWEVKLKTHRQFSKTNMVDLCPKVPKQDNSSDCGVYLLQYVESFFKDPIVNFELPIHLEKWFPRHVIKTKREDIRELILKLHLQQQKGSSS
PfG6PD inh: PfG6PD (Plasmodium falciparum) enzyme inhibition | PfGluPho enzyme, NADPH resazurin-diaphorase fluorescence | inhibition, % at 20 µM | actives 0.78% (n = 350,000);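 active = inhibition reaching at least a set limit at 20 µM in the primary screen, cut at about 59% in these data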;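 also: 0% = DMSO wells with substrate and 100% = DMSO wells lacking glucose-6-phosphate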
SENP8 block-2: SENP8 protease inhibition. Q96LD8. purified SENP8, Z-RLRGG-aminoluciferin cleavage, luminescence. inhibition, % at 10 µM. actives 1.2% (n = 330,000). AID 2540; in the data active = inhibition above about 50%
Apaf1 inhib: blocks human Apaf-1 apoptosome activity; inhibition, % at 20 µM; reconstituted apoptosome caspase-3 activity, DEVD-Rh110 fluorescence; actives 0.71% (n = 330,000); active = inhibition of at least 40% at 20 µM;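 also: plate controls were DMSO wells for no effect and DEVD-CHO caspase inhibitor wells for full effect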
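Material: reconstituted apoptosome with Apaf-1, cytochrome c, caspase-9, procaspase-3, dATP; medium: pH 7.5 Hepes buffer with CHAPS, BSA, DTT; also added: cytochrome c and DEVD-Rh110 substrate; timing: 30 min plus 50 min, RT; signal: Rh110 fluorescence intensity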
HKDC1 inhibitor: blocks human hexokinase HKDC1 activity; Q2TB90; recombinant HKDC1, G6PDH/diaphorase resazurin coupled fluorescence; inhibition, % at 20 µM; actives 0.16% (n = 340,000);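 active = inhibition above about 35% when tested at 20 µM, limit read from the data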;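 also: plate controls were DMSO wells with enzyme for no effect and DMSO wells lacking enzyme for full effect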
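Test system: Recombinant HKDC1 (HK5) hexokinase enzyme, produced in-house | Input: HKDC1 at 5 µg/mL | Buffer or medium: Tris pH 8.0 buffer with MgCl2, Tween-20, BSA, BME | Schedule: 90 min reaction incubation at room temperature, dark | Technique: Resazurin-to-resorufin fluorescence via G6PDH and diaphorase coupling, 525/613 nm | Controls: DMSO wells with and without enzyme mix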
The depositor's hits bear a star; nt = no result given.

#1 COC(=O)CSc1nc2nc(-c3cccs3)cc(C(F)(F)F)c2c(=O)[nH]1
#2 C/C(=N\NC(=O)c1nn(C)c(C)c1Br)c1ccc(NC(=O)c2ccccc2F)cc1
#3 CCCCC(=O)Nc1nn(CC)c2nc3c(C)cccc3cc12
#4 C=CCC[C@@H](Cc1ccc(F)cc1)C(=O)OCCNC(=O)[C@@H](CC=C)CC(=O)N[C@H](CO)Cc1ccccc1
#5 COc1ccc(-c2csc3ncnc(N4CCN(S(=O)(=O)c5cccc(F)c5)CC4)c23)cc1
#6 CCc1ccccc1NC(=O)CSc1n[nH]c(C)c1[N+](=O)[O-]
#7 CC(=O)Nc1c(C(=O)N2CCOCC2)sc2nc3c(cc12)COC(C)(C)C3
#8 C[C@@H]1O[C@@H](O[C@@H]2C(=O)c3c(O)cc(O)cc3O[C@H]2c2ccc(O)c(O)c2)[C@H](O)[C@H](O)[C@H]1O

screen / no. | 1 | 2 | 3 | 4 | 5 | 6 | 7 | 8
SENP8 block-1 | -298 | 16 | -296 | -1 | 13 | 12 | 13 | 33
NLRP3 yeast inh | 9 | 13 | 4 | -3 | 14 | 16 | 11 | -4
SENP6 inh | -28 | -7 | -17 | -9 | -6 | 5 | -37 | -12
SENP1 inh | -14 | 1 | -27 | 1 | -6 | 0 | -1 | 0
SENP7 block | -4 | 7 | 5 | -8 | -8 | -6 | -5 | 7
PfG6PD inh | -18 | -20 | 4 | 5 | 5 | -16 | -6 | -11
SENP8 block-2 | -14 | -1 | 6 | -8 | -5 | -4 | -3 | -9
Apaf1 inhib | 7 | -1 | 5 | 31 | 20 | 3 | -5 | -1
HKDC1 inhibitor | 1 | 12 | -5 | 1 | 0 | 10 | -6 | -4

#9 COc1cc(CC(=O)Nc2cccc(S(=O)(=O)N(C)c3ccccc3)c2)cc(OC)c1OC
#10 COc1ccc(/C=C2/C(=O)N(CC3CCCO3)C(=S)N2C)c(OC)c1 (stereo not given)
#11 O=S(=O)(c1ccc(Cl)s1)N1CCNCC1
#12 CSCc1c(C(=O)Nc2ccccc2N2CCOCC2)oc2ccccc12
#13 O=C1NC(=O)C2(CCCCC2C2CCCCC2)N1 (stereo not given)
#14 CC(=O)c1cccc(NC(=O)C(OC(=O)c2ccccc2NS(=O)(=O)c2cccs2)c2ccccc2)c1 (stereo not given)
#15 Clc1ccc(-c2csc(Nc3cccnc3)n2)cc1
#16 CCCNC(=O)CNC(=S)N(Cc1cc(OC)c(OC)c(OC)c1)C1CCCC1

screen / no. | 9 | 10 | 11 | 12 | 13 | 14 | 15 | 16
SENP8 block-1 | 7 | 16 | 21 | -28 | 9 | -25 | 11 | -1
NLRP3 yeast inh | 8 | 22 | -1 | 14 | nt | 12 | 21 | -1
SENP6 inh | -17 | -23 | 2 | 5 | nt | 1 | -8 | -6
SENP1 inh | 0 | -68 | 1 | -2 | 1 | 2 | 0 | 0
SENP7 block | 10 | 0 | -5 | -8 | nt | -1 | -7 | -4
PfG6PD inh | -3 | 15 | 16 | 32 | 0 | -12 | 3 | -5
SENP8 block-2 | 0 | -6 | 8 | -6 | nt | -6 | -2 | -4
Apaf1 inhib | -1 | -3 | -11 | 15 | nt | 20 | -27 | -6
HKDC1 inhibitor | -3 | -2 | 1 | 3 | -7 | -1 | -6 | -5

Some of the entries above in another layout.
nr	canonical_smiles	SENP8 block-1	NLRP3 yeast inh	SENP6 inh	SENP1 inh	SENP7 block	PfG6PD inh	SENP8 block-2	Apaf1 inhib	HKDC1 inhibitor
13	O=C1NC(=O)C2(CCCCC2C2CCCCC2)N1 (stereo not given)	9	nt	nt	1	nt	0	nt	nt	-7
14	CC(=O)c1cccc(NC(=O)C(OC(=O)c2ccccc2NS(=O)(=O)c2cccs2)c2ccccc2)c1 (stereo not given)	-25	12	1	2	-1	-12	-6	20	-1
11	O=S(=O)(c1ccc(Cl)s1)N1CCNCC1	21	-1	2	1	-5	16	8	-11	1
9	COc1cc(CC(=O)Nc2cccc(S(=O)(=O)N(C)c3ccccc3)c2)cc(OC)c1OC	7	8	-17	0	10	-3	0	-1	-3
15	Clc1ccc(-c2csc(Nc3cccnc3)n2)cc1	11	21	-8	0	-7	3	-2	-27	-6
16	CCCNC(=O)CNC(=S)N(Cc1cc(OC)c(OC)c(OC)c1)C1CCCC1	-1	-1	-6	0	-4	-5	-4	-6	-5
12	CSCc1c(C(=O)Nc2ccccc2N2CCOCC2)oc2ccccc12	-28	14	5	-2	-8	32	-6	15	3

The results go on.
#17 O=[N+]([O-])c1ccc(Cl)cc1Sc1nc2ccccc2o1
#18 O=C1CC(c2ccccc2)=Nc2ccccc2N1Cc1ccccc1
#19 CCc1c(-c2ccccc2)[n+](=O)c2c(n1[O-])CCC2
#20 Cc1cc(C)n(C2CCCCC2OC(=O)CCc2ccccc2)n1 (stereo not given)
#21 CC(C)C[C@H](CO)Nc1nc(Nc2cccc(Cl)c2)c2ncn(C(C)C)c2n1
#22 CCCn1nnnc1NC(=O)COc1ccc(Cl)cc1C
#23 O=C(NC1CCN(C(=O)NCc2ccccc2)CC1)c1ccc(F)cc1
#24 CC(C)(C)Sc1ccc2nc3c(n2c1)CCCC3

screen / no. | 17 | 18 | 19 | 20 | 21 | 22 | 23 | 24
SENP8 block-1 | 12 | 8 | 24 | 14 | -123 | 12 | 10 | -402
NLRP3 yeast inh | -12 | -39 | -16 | 20 | 11 | 14 | 23 | 28
SENP6 inh | -5 | -15 | -13 | -2 | -2 | 18 | -12 | 9
SENP1 inh | 4 | 1 | 1 | -1 | -6 | 3 | 2 | -3
SENP7 block | -4 | -1 | -9 | -2 | -8 | 4 | 6 | -5
PfG6PD inh | -1 | 1 | 1 | -20 | 24 | -12 | 1 | 14
SENP8 block-2 | -8 | 2 | -8 | 7 | -5 | 7 | 8 | -6
Apaf1 inhib | 7 | 12 | 1 | -6 | 18 | -15 | 0 | -2
HKDC1 inhibitor | -10 | -10 | -5 | -2 | 2 | 1 | -7 | -10

#25 CC(NC(=O)CCC(=O)N1CCN(S(=O)(=O)c2ccc(Cl)cc2)CC1)c1ccccc1 (stereo not given)
#26 O=C(NNC(=O)c1ccccc1O)c1ccc(S(=O)(=O)Nc2ccccc2F)cc1
#27 CCC(=O)c1cn(CC(=O)NCC2CCCO2)c2ccccc12 (stereo not given)
#28 Cc1cccc(-n2c(CCCN3C(=O)c4ccccc4C3=O)nc3ccccc3c2=O)n1
#29 Cc1ccc(-n2ncc3c2CCCC3NC(=O)CCc2c(C)noc2C)cc1C (stereo not given)
#30 CCOC(=O)C1CCN(S(=O)(=O)c2ccc(CN3C(=O)c4cccnc4C3=O)cc2)CC1
#31 CCCn1cc(CN2CCC(Cc3ccccc3)(C(=O)OCC)CC2)c(C)n1
#32 COCc1nnc(NS(=O)(=O)c2ccc(Cl)cc2)s1

screen / no. | 25 | 26 | 27 | 28 | 29 | 30 | 31 | 32
SENP8 block-1 | 6 | 11 | 18 | 10 | 10 | 1 | 5 | -2
NLRP3 yeast inh | 3 | 3 | 1 | nt | 16 | 7 | 12 | 21
SENP6 inh | 18 | 32 | 2 | nt | 3 | -12 | 1 | 12
SENP1 inh | 1 | 0 | 0 | -1 | 0 | 1 | 2 | 0
SENP7 block | 6 | -9 | 11 | nt | 2 | -9 | -3 | -4
PfG6PD inh | 4 | -34 | -22 | -10 | 2 | 0 | -4 | -8
SENP8 block-2 | 1 | 3 | -1 | nt | 9 | -8 | -2 | -5
Apaf1 inhib | 2 | 18 | 13 | nt | -5 | 14 | 5 | -10
HKDC1 inhibitor | -8 | -3 | 0 | -6 | -4 | -5 | -7 | -5

#33 CSc1ccc(NC(=O)N2CC(C)OC(C)C2)cc1 (stereo not given)
#34 CCCCOc1ccc(-c2c(C#N)c(N)nc(SCC(N)=O)c2C#N)cc1
#35 CC(=O)c1c(C)[nH]c(C(=O)CN2C(=O)NC3(CCCCC3)C2=O)c1C
#36 COc1ccc(N2C(=O)CC(N3CCN(c4ccccc4OC)CC3)C2=O)cc1 (stereo not given)
#37 O=C(O)CSc1nc2ccc(Br)cc2[nH]1
#38 CCn1c(SCC(N)=O)nnc1-c1ccco1
#39 CCSc1ncc(Cl)c(C(=O)Nc2ccccc2OC)n1
#40 CC(C)(C)c1cc(-c2nc(N)nc(N)n2)c(O)c(C(C)(C)C)c1

screen / no. | 33 | 34 | 35 | 36 | 37 | 38 | 39 | 40
SENP8 block-1 | 3 | -70 | 5 | 9 | 1 | 12 | 7 | -90
NLRP3 yeast inh | 15 | 28 | 16 | 12 | nt | -1 | 21 | 1
SENP6 inh | -7 | -22 | -5 | 5 | nt | -4 | -8 | -1
SENP1 inh | -2 | -3 | 2 | 2 | 2 | 4 | 0 | 1
SENP7 block | 4 | 1 | -8 | 3 | nt | 5 | 5 | 3
PfG6PD inh | -4 | 11 | -2 | -16 | -11 | -17 | -9 | 30
SENP8 block-2 | 6 | -4 | -14 | 4 | nt | 6 | 3 | 0
Apaf1 inhib | -8 | 26 | -12 | 1 | nt | 4 | 0 | 22
HKDC1 inhibitor | 5 | 10 | 0 | 3 | 0 | 0 | -3 | 3

#41 Cc1ccc(S(=O)(=O)Cc2ccc([N+](=O)[O-])cc2)cc1
#42 O=C(Nc1ccccc1)N1CCN(c2nc3ccccc3s2)CC1
#43 O=C(O)C1CCCN1S(=O)(=O)c1ccc2[nH]c(=O)c(=O)[nH]c2c1 (stereo not given)
#44 CC(C)NCCCCOc1ccccc1-c1ccccc1
#45 CCOc1ncccc1C(=O)NCC(c1ccccc1)N(C)C (stereo not given)
#46 Oc1c(N=NC(=S)Nc2ccccc2F)c2ccccc2n1Cc1ccccc1
#47 CC(/C=N/n1c(-c2cccnc2)n[nH]c1=S)=C\c1ccccc1
#48 Cn1cccc1C(=O)NCC1COc2ccccc2O1 (stereo not given)
#49 CC(C)(CC(=O)O)CC(=O)N1CCN(c2nc3cc(Cl)ccc3s2)CC1

screen / no. | 41 | 42 | 43 | 44 | 45 | 46 | 47 | 48 | 49
SENP8 block-1 | 13 | 4 | -45 | nt | 1 | 25 | 17 | 9 | 17
NLRP3 yeast inh | 7 | 8 | 1 | 10 | 2 | 14 | 12 | 19 | 11
SENP6 inh | -11 | -1 | -1 | -20 | -13 | -8 | -12 | -3 | -4
SENP1 inh | 1 | 0 | 1 | nt | 1 | 6 | 1 | 1 | 2
SENP7 block | -5 | 1 | 1 | 4 | 7 | 5 | -4 | -13 | 5
PfG6PD inh | 24 | 6 | -9 | nt | 0 | 0 | 11 | 1 | 6
SENP8 block-2 | 0 | 5 | 3 | -3 | -11 | 4 | -16 | -12 | 3
Apaf1 inhib | 5 | 1 | -14 | 7 | 5 | 8 | 2 | 5 | -2
HKDC1 inhibitor | -1 | 6 | -5 | nt | -6 | -11 | -3 | -2 | -1
